Screening data deposited in PubChem by several laboratories.
CR mimetic SO – lowers age-related superoxide in aged yeast cells | actives 0.18% (n = 330,000) | S. cerevisiae aged cells, superoxide DHE fluorescence; stronger effect = lower value | AID 2690 | superoxide response (% of plate mean), % at 10 µM;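 active = superoxide response under a set limit, about three screen SD below normal, cut at about 65% in these data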;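 note: yeast aged for seven days with compound at 30 °C before DHE staining; 100% = average MFI of all compound-treated wells on the plate with controls excluded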
RPL19A TOR yeast – modulators of TOR pathway RPL19A-GFP in S. cerevisiae | actives 0.3% (n = 330,000) | percent response vs DMSO, % at 10 µM | S. cerevisiae RPL19A-GFP strain, flow cytometry, 3 h; stronger effect = lower value;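 active = percent response vs DMSO below 50%; inconclusive = fewer than 70 events counted for the yeast strain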;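 note: median channel GFP fluorescence of the barcoded RPL19A-GFP strain; ratio of sample median GFP to plate DMSO average so 100% = DMSO; lower means less RPL19A-GFP as with rapamycin TOR inhibition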
JMJD2C inh – human JMJD2C demethylase inhibition | Q9H3R0 | GST-JMJD2C(1-420) H3K9me3 demethylation, DELFIA europium | inhibition, % at 2.35 µM | actives 0.069% (n = 330,000) | AID 2099;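 active = more than half of a compound's replicate wells show inhibition beyond 50%, single wells judged on their own value; inconclusive = some, but no more than half, of replicates pass 50% inhibition; inactive = no replicate passes 50% inhibition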;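 note: signal counts dimethyl H3K9 product captured on neutravidin plate; 0% = median of DMSO wells and 100% = 0.3 times that DMSO median; strong numbers were not always called active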
Target sequence (Q9H3R0 1-420 limits assumed): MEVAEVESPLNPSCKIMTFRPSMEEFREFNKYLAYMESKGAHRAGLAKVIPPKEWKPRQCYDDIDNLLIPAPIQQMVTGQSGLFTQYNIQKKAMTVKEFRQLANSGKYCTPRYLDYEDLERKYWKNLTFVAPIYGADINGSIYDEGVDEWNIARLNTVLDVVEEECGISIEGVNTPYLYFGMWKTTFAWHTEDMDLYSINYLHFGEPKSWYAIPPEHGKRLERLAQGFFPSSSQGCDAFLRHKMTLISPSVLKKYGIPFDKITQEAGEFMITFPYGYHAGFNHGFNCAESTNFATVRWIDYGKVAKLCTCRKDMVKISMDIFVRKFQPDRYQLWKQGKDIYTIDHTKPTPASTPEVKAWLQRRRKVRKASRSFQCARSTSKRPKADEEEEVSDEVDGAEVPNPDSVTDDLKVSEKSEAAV
AHR activator – activates the human aryl hydrocarbon receptor. actives 2.5% (n = 320,000). activation, % at 5 µM. AHR-responsive luciferase reporter cells, luminescence. AID 2796. P35869; in the data active = activation above about 47%;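 note: 0% = vehicle wells and 100% = reference agonist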
MEP2 TOR yeast – yeast TOR pathway MEP2-GFP modulation. AID 2016. actives 0.51% (n = 330,000). S. cerevisiae MEP2-GFP strain, flow cytometry GFP, 3 h; 100% = DMSO control level. GFP response vs DMSO, % at 10 µM;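 active = GFP response versus DMSO above a set limit, roughly screen mean plus 3 SD, cut at about 180% in these data; inconclusive = fewer than 70 cells counted for a yeast strain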;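 note: median GFP fluorescence of the barcode-gated MEP2-GFP cells per well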
proCasp7 act – counter-screen: procaspase-7 (human) activation. actives 0.093% (n = 330,000). recombinant procaspase-7, Ac-DEVD-pNA absorbance 405 nm; D23A/D198A/D206A triple mutant, cannot self-cleave; scale: DMSO 0, 5 µM enzyme 100. activation, % at 8.5 µM;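 active = percent activation above the screen-wide mean plus 3 SD, cut at about 25% in these data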
Target sequence (P55210 whole entry D23A/D198A/D206A): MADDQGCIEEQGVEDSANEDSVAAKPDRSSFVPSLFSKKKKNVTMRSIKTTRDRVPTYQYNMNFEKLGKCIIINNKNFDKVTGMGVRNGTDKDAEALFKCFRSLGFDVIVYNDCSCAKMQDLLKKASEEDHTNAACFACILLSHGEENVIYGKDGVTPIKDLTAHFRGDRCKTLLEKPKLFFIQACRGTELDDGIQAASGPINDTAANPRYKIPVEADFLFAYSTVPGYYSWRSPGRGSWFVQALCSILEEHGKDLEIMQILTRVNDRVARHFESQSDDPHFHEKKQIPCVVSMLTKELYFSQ
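buffer or medium = Zinc-free HEPES/NaCl buffer, pH 7.4 | material = Procaspase-7 triple mutant (PC-7 D3A) | input = 2 µM procaspase-7 mutant as dispensed | signal = Epi-absorbance of released pNA at 405 nm, two timepoints | timing = 1 h preincubation, 2 h reaction | replicates = singlicate compound testing | evaluation = % activation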
procasp3 activ – activators of human procaspase-3 | P42574 | recombinant procaspase-3 D3A, Ac-DEVD-pNA absorbance 405 nm | activation, % at 8.5 µM | actives 0.11% (n = 330,000);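 active = activation above the mean of all tested compounds plus 3 SD, cut at about 21% in these data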;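 note: 0% = DMSO alone and 100% = DMSO wells spiked with extra 5 µM PC-3 D3A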
Target sequence (P42574 whole entry D9A/D28A/D175A): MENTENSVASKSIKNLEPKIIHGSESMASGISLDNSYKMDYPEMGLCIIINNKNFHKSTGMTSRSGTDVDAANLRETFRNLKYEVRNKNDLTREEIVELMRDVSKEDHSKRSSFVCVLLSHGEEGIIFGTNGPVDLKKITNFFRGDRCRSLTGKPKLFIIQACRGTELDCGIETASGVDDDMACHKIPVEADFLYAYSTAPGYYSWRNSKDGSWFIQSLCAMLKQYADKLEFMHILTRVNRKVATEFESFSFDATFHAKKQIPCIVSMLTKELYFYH
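Technique: 405 nm absorbance of p-nitroaniline, reads at 0 and 120 min; Test system: Procaspase-3 D3A mutant; Incubation: 1 h enzyme-compound preincubation, then 2 h substrate reaction, 25 °C; Repeats: singlicate, each compound tested once; Benchmarks: low control DMSO wells, high control DMSO plus 5 µM PC-3 D3A.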
LAP4-GFP MLPCN – alters LAP4-GFP fluorescence in TOR pathway yeast screen; S. cerevisiae LAP4-GFP multiplex, flow cytometry GFP, 3 h; median GFP as percent of DMSO wells; GFP response vs DMSO, % at 10 µM; actives 0.34% (n = 320,000); AID 2023;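 active = GFP response vs DMSO above a set limit, about the screen mean plus 3 SD, cut at about 150% in these data; inconclusive = under 70 cell events counted for the yeast strain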
The depositor's hits bear a star; u = inconclusive; x = no result given; [ ] = another dose, or the depositor's remark.

SMILES	CR mimetic SO	RPL19A TOR yeast	JMJD2C inh	AHR activator	MEP2 TOR yeast	proCasp7 act	procasp3 activ	LAP4-GFP MLPCN
CCN1CC2([N+](=O)[O-])CC=C(Cl)C([N+](=O)[O-])(C1)C2 (stereo not given)	86	95	-16	2	95	6	3	106
COc1ccc(CC(=O)N2C[C@H]3C[C@@H](C2)c2cccc(=O)n2C3)cc1	89	103	13	0	108	-8	2	107
c1cncc(CNC2CCCCC2)c1	94	103	-4	-1	100	-1	8	86
O=C(O)c1ccc(N=Cc2c(O)[nH]c(=O)[nH]c2=O)cc1	102	105	8	-1	106	-12	-8	95
Cc1oc(-c2ccccc2F)nc1CS(=O)CC(=O)N1CCC2(CC1)OCCO2 (stereo not given)	104	103	2	3	101	1	5	94
C[C@]12CCC(=O)C=C1CC[C@@H]1C2[C@H](O)C[C@]2(C)C(=O)CCC12 (stereo not given in full)	88	102	15	1	109	7	8	108
O=C(N/N=C/c1c(O)n(C2CC2)c(=S)[nH]c1=O)c1ccccc1O	112	105	-7	13	102	-38	-38	98
CN1CCN(c2c(N)c(=O)oc3ccccc23)CC1	100	101	8	-3	107	8	0	98
COc1ccc(-c2nn(CCC#N)cc2C(=O)Nc2ccc(C(C)=O)cc2)cc1	103	101	-4	-2	102	3	-6	93
COc1ccc(N=C(C)c2c(O)n(C)c(=O)n(C)c2=O)c(OC)c1	105	97	-29	4	101	-12	1	95
O=C1CN(O)C(c2ccccc2Cl)=c2cc(Br)ccc2=N1	103	110	-3	3	109	-2	-6	105
CCOc1cc(C2NCc3ccccc3-n3cccc32)ccc1O (stereo not given)	94	98	-17	2	99	2	5	96
CC[C@]12CC[C@H](O)CC1=CCC1C2CC[C@]2(C)C(=O)CCC12 (stereo not given in full)	79	93	x	0	87	-8	1	106
O=C1NC(=O)N(c2ccc3c(c2)OCO3)C(=O)/C1=C/c1ccc(N2CCCC2)o1	89	102	0	-3	113	-5	-3	100
COc1ccc(NC2=NC(C)(C)CS2)cc1	103	98	7	10	95	-4	-1	107
O=C(c1ccc(Br)cc1)C12CN3CN(CN(C3)C1)C2	98	91	u	-1	92	3	3	97
CCCn1c(C(=O)c2ccc(OC)cc2)nc2ccccc21	90	102	-3	11	111	7	-4	107
C[C@]12CC[C@@H](O)CC1=CC(=O)C1C2CC[C@]2(C)C(=O)CCC12 (stereo not given in full)	85	98	-5	-2	88	5	2	91
O=C(Cc1ccccc1)OCCN1CCCCC1	81	98	-2	-1	95	-8	13	103
Cc1ccc(-n2c(O)c(C=Nc3ccc(Br)cn3)c(=O)[nH]c2=O)cc1	101	102	-25	1	103	-8	-9	93
O=C(COc1ccc2ccccc2c1)N1CCN(Cc2ccncc2)CC1	92	96	-10	12	118	2	-4	106
CCC(C)N1CCN(C(=O)COc2ccc3ccccc3c2)CC1 (stereo not given)	98	100	-3	3	102	2	1	100
COc1cc2c(cc1OC)-c1c(OC)c(OC)c(OC)c3ccnc(c13)C2=O	x	x	-1	31	x	3	3	x
CCCc1c(C)nc(-c2ccc(C)cc2)nc1OC(=O)N(C)C	95	99	-34	8	93	5	12	108
Cc1ccc(-n2c(C)nc3cc(Cl)ccc3c2=O)nc1	96	102	-44	7	100	-2	8	86
CCc1nn(CC(=O)N2CCC3(CC2)OCCO3)c(=O)c2cc3ccccc3n12	96	98	2	1	98	4	5	92
CNC(=O)Nc1ccc(C(O)(C(=O)OC)C(F)(F)F)cc1 (stereo not given)	82	99	-9	0	106	-1	-1	x
N#Cc1ccccc1NC(=O)CN1CC=C(c2ccccc2)CC1	93	97	-31	24	97	4	6	99
C=CCN1C(=O)/C(=C/c2cccs2)C(=O)NC1=S	83	79	-1	0	81	-5	-10	204*
C=CCn1c(O)c(C(C)=NCCCN2CCOCC2)c(=O)[nH]c1=O	115	94	-4	2	91	4	9	90

The closing three compounds of the section above are carried over, then new ones follow:
SMILES	CR mimetic SO	RPL19A TOR yeast	JMJD2C inh	AHR activator	MEP2 TOR yeast	proCasp7 act	procasp3 activ	LAP4-GFP MLPCN
N#Cc1ccccc1NC(=O)CN1CC=C(c2ccccc2)CC1	93	97	-31	24	97	4	6	99
C=CCN1C(=O)/C(=C/c2cccs2)C(=O)NC1=S	83	79	-1	0	81	-5	-10	204*
C=CCn1c(O)c(C(C)=NCCCN2CCOCC2)c(=O)[nH]c1=O	115	94	-4	2	91	4	9	90
CN(C)P(=NC(=S)c1cccn1C)(N(C)C)N(C)C	76	91[may fluoresce violet]	x	-2	216*[may fluoresce violet]	-27	-12	83[may fluoresce violet]
O=C(N/N=C/c1c(O)n(CCC2=CCCCC2)c(=O)[nH]c1=O)c1ccccc1	107	104	18	4	103	-28	-8	105
Cc1cccc(OP(N)(=O)Oc2cccc(C)c2)c1	89	96	-5	7	92	5	1	103
CC1=CC(=C2C(=O)NC(=S)NC2=O)C=C(C(F)(F)F)N1Cc1ccccc1	95	99	48	-5	101	-9	-3	103
CCC(=NCc1ccco1)c1c(O)[nH]c(=O)[nH]c1=O	98	101	1	1	125	-5	0	108
CCOC(=O)C1CCN(C(C)C(=O)c2c[nH]c3ccccc23)CC1 (stereo not given)	92	101	-15	20	103	-2	-4	93
Cc1ccnc(-n2c(C)cc(C=C3C(=O)N(C)C(=S)N(C)C3=O)c2C)c1	93	96	-3	8	110	-11	5	113
O=[N+]([O-])c1ccc(N2CCNCC2)cc1NCC1CCCO1 (stereo not given)	113	89	2	10	96	3	-3	97
Cc1nn(Cc2c(Cl)cccc2Cl)c(Cl)c1C(=O)O	139	96	-1	1	103	-4	0	92
O=C(Nc1nc(-c2ccccc2)c(-c2ccccc2)s1)c1ccc(S(=O)(=O)N(CCCl)CCCl)cc1	116	102	-12	4	96	11	0	84
COc1ccc(C(=O)N2C[C@H]3C[C@@H](C2)c2cccc(=O)n2C3)cc1OC	72	100	3	-1	133	4	-3	113
O=C(O)Cn1cc(C(=O)c2ccccc2)c2ccccc21	110	98	9	6	101	4	3	94
CC1CN(C(=O)CCC(=O)N2CCC3(CC2)OCCO3)c2cc(Cl)ccc2O1 (stereo not given)	118	99	4	2	100	-1	8	106
CCCOC(=O)c1ccccc1C(=O)OCCC	74	98	4	-1	94	-4	1	103
CCNC(=O)NC(=O)C(C)OC(=O)c1c(C)nn(Cc2ccccc2Cl)c1Cl (stereo not given)	116	100	-20	-3	101	0	2	99
CCN(CC)N=O	108	102	11	-1	97	4	6	121
CC1NCCC2(O)CCCCC12 (stereo not given)	93	94	-6	0	86	-5	-11	81
CCC(=O)CC(c1ccccc1)c1c(O)c2ccccc2sc1=O (stereo not given)	92	99	1	-2	96	2	-1	101
CC(c1ccccc1)n1cncc1C(=O)O (stereo not given)	104	91	4	-1	96	13	1	93
CCN1CCN(C(=O)Cc2ccc(C)cc2)CC1	97	106	-4	3	103	10	3	83
Nc1ccc(S(=O)(=O)N2CC3CC(C2)c2cccc(=O)n2C3)cc1 (stereo not given)	110	99	-9	-2	107	-4	-4	94
CCOc1ccc(Cl)cc1CNCCc1ccccc1F	98	97	20	2	95	3	-3	102
CCC(C(=O)Nc1ccc(Cl)cc1)N1CCCC1=O (stereo not given)	101	95	5	2	92	8	-11	99
CCCCn1c(O)c(C=Nc2c(C)n(C)n(-c3ccccc3)c2=O)c(=O)[nH]c1=O	95	96	-21	2	102	3	4	99
CCN(CC)c1ccc(CNCCc2ccccc2F)cc1	112	104	-1	6	100	6	-2	103
Clc1ccc(C[n+]2c(-c3ccccc3)cc(-c3ccccc3)cc2-c2ccccc2)cc1	95	114	-14	0	101	4	-2	111
C=CCn1c(O)c(C(C)=NCCCO)c(=O)[nH]c1=O	101	93	3	1	91	1	5	90
COC(=O)C1=C(c2ccc(F)cc2OCc2ccccc2)C[C@@H]2CC[C@H]1N2C(=O)NCc1cccc(C(F)(F)F)c1	92	105	-3	-1	103	9	4	109
Cc1nn(C2CCOC(C)(C)C2)c2c1C(c1ccc(OC(C)C)cc1)SCC(=O)N2 (stereo not given)	91	100	10	-1	101	1	5	101
CCC(C)N1Cc2ccccc2C1=N (stereo not given)	95	97	8	0	105	4	4	97
O=c1c2ccccc2[se]n1-c1ccccc1	132	39*[may fluoresce violet]	-12	0	157[may fluoresce violet]	-35	-35	u
COc1cc(OC)c(C=O)c(OC(=O)N(C)C)c1	77	93	-5	5	108	11	-6	99
COC(=O)C1=C(c2cccc(OC)c2OC)C[C@@H]2CC[C@H]1N2C(=O)NCCO	107	101	-3	4	99	-4	-3	100
CC(OC(=O)c1cn(C)c2ccccc12)C(=O)N1CCCC1 (stereo not given)	118	100	1	2	101	-2	1	100
CC/C(=N\NC(=O)c1ccccc1Cl)c1c(O)n(C2CCCCC2)c(=O)[nH]c1=O	108	103	2	3	105	-10	-7	96
c1ccc2c(c1)CNc1ccccc1O2	93	104	4	1	109	4	2	123
CC(=O)N1N=C2C3CCN(CC3)C2C1c1cccc2ccccc12 (stereo not given)	89	89	-2	0	83	2	-1	85
Cc1cccc(NC(=O)OC2CN3CCC2CC3)c1 (stereo not given)	89	102	-20	7	104	0	-1	105
O=C(C[n+]1ccn(CCCNP2(=O)C=C(c3ccccc3)OC(c3ccccc3)=C2)c1)c1ccccc1	91	109	6	0	102	-2	8	93
NS(=O)(=O)c1ccc(N=Nc2c(O)[nH]c(=S)[nH]c2=O)cc1	156	100	1	-1	99	-16	-16	114

Reprinted from the part before: three entries, then new ones.
SMILES	CR mimetic SO	RPL19A TOR yeast	JMJD2C inh	AHR activator	MEP2 TOR yeast	proCasp7 act	procasp3 activ	LAP4-GFP MLPCN
Cc1cccc(NC(=O)OC2CN3CCC2CC3)c1 (stereo not given)	89	102	-20	7	104	0	-1	105
O=C(C[n+]1ccn(CCCNP2(=O)C=C(c3ccccc3)OC(c3ccccc3)=C2)c1)c1ccccc1	91	109	6	0	102	-2	8	93
NS(=O)(=O)c1ccc(N=Nc2c(O)[nH]c(=S)[nH]c2=O)cc1	156	100	1	-1	99	-16	-16	114
Cc1cccc(N2C(=O)NC(=O)/C(=C\c3cccn3-c3ccc(Cl)cc3)C2=O)c1	94	97	2	1	115	-6	0	106
COC(=O)C1=C(c2ccccc2OCc2ccccc2)C[C@@H]2CC[C@H]1N2C(=O)NCc1cccc(C(F)(F)F)c1	111	95	9	0	100	-3	4	103
Cc1cccc(OP(=O)(Nc2ccc(F)cc2)Oc2cccc(C)c2)c1	99	102	19	10	92	-2	3	91
OC1(c2ccccc2)CCNC2CCCCC21 (stereo not given)	87	102	5	1	94	3	4	98
O=C(CNC(=O)c1ccccc1)Nc1ccc(Br)cc1C(=O)c1ccccc1	98	100	8	6	100	-10	0	101
O=c1[nH]c(=O)n(Cc2ccc(F)cc2)c(O)c1C=NCc1cccnc1	92	95	-15	3	102	8	6	100
COc1ccc(CNCCc2c(C)[nH]c3ccc(OC(F)(F)F)cc23)c(OC)c1	108	106	3	-1	101	5	-6	96
NCCc1ccccc1	101	102	-1	-1	108	-4	8	103
CC1C(c2cccs2)=[N+]([O-])C(C)(C(=O)c2ccc(F)cc2)N1O (stereo not given)	91	96	-2	-1	98	2	0	93

Some of the compounds tested; count on the stated rates, not on these rows.
